Screens: PubChem, Sanford-Burnham Center for Chemical Genomics
TIM10 inh: TIM10 yeast growth inhibition; S. cerevisiae TIM10 strain growth, BacTiter-Glo luminescence, 24 h; inhibition, % at 10 µM; 330,000 tested, 1.4% active; AID 463195;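 active means inhibition of 40% or more at the single tested concentration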;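 further: wild-type TIM10 isogenic control strain grown at permissive 25 °C; 0% = DMSO yeast wells and 100% = minimal medium wells without yeast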
NLRP3 yeast inh: blocks the NALP3 inflammasome reconstituted in yeast. inhibition, % at 10 µM. 330,000 tested, 0.39% active. Yeast reconstituted NLRP3/ASC/caspase-1, beta-gal luminescence, 24 h;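 active means inhibition of 50% or more; inactive means inhibition below 50%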;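 further: plate controls were induced DMSO wells for no effect and uninduced yeast grown without galactose for full effect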
hIAP inh: blocks human intestinal alkaline phosphatase | P09923 | purified IAP, CDP-Star luminescence, 30 min | inhibition, % at 10 µM | 330,000 tested, 0.12% active | AID 2544;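 active means inhibition reaching a set limit with compound at 10 µM in the primary screen, cut at about 35% in these data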;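 further: plate controls were DMSO wells with enzyme for no effect and no-enzyme buffer wells for full effect; values of inactives mirror those of a sister screen read the other way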
ATG4B inh: inhibitors of human ATG4B cysteine protease; 340,000 tested, 0.51% active; ATG4B cleavage of LC3-PLA2, NBD-HPC fluorescence, 1 h; Q9Y4P1; inhibition, % at 8.33 µM; in the data active means inhibition above about 40%
tim10-1 inh: inhibits growth of tim10-1 mutant yeast; S. cerevisiae tim10-1 ts strain growth, BacTiter-Glo, 24 h; inhibition, % at 20 µM; 330,000 tested, 2.2% active; AID 463190;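 active means inhibition of at least 40%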;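 further: mutant grown at 25 °C; 0% = DMSO wells with yeast and 100% = wells holding no yeast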
mIAP activ: mouse IAP activation | muIAP, CDP-Star luminescence, 30 min; hits give high values; 1 = vehicle-only enzyme signal, 0 = enzyme-free wells | activation factor at 10 µM | 330,000 tested, 0.24% active;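 active means activation factor of at least 2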; further: the source names both 10 and 20 µM as test concentration; values of inactives mirror those of a sister screen read the other way
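Assay system: mouse IAP enzyme; reagent: chemiluminescent substrate CDP-Star; dosing: test compounds delivered from DMSO solution; schedule: 30 min at room temperature; measured by: luminescence from enzymatic CDP-Star hydrolysis; controls: DMSO-only wells and no-enzyme negative control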
hIAP act: increases human intestinal alkaline phosphatase activity. activation factor at 10 µM. purified human IAP, CDP-Star luminescence, 30 min; hits give high values; 1 = vehicle-only enzyme, 0 = enzyme-free background. P09923. 330,000 tested, 0.16% active;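 active means activation factor of the enzyme at least 2-fold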; further: the source names both 10 and 20 µM as test concentration; values of inactives mirror those of a sister screen read the other way
Apaf-1 inh: inhibitors of human Apaf-1 apoptosome | inhibition, % at 20 µM | reconstituted apoptosome caspase-3 activity, DEVD-Rh110 fluorescence | 330,000 tested, 0.71% active | AID 489030 | O14727; active means inhibition of at least 40% at 20 µM;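 further: plate controls were DMSO wells for no effect and DEVD-CHO caspase inhibitor wells for full effect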
Target sequence (O14727 whole entry, looked up): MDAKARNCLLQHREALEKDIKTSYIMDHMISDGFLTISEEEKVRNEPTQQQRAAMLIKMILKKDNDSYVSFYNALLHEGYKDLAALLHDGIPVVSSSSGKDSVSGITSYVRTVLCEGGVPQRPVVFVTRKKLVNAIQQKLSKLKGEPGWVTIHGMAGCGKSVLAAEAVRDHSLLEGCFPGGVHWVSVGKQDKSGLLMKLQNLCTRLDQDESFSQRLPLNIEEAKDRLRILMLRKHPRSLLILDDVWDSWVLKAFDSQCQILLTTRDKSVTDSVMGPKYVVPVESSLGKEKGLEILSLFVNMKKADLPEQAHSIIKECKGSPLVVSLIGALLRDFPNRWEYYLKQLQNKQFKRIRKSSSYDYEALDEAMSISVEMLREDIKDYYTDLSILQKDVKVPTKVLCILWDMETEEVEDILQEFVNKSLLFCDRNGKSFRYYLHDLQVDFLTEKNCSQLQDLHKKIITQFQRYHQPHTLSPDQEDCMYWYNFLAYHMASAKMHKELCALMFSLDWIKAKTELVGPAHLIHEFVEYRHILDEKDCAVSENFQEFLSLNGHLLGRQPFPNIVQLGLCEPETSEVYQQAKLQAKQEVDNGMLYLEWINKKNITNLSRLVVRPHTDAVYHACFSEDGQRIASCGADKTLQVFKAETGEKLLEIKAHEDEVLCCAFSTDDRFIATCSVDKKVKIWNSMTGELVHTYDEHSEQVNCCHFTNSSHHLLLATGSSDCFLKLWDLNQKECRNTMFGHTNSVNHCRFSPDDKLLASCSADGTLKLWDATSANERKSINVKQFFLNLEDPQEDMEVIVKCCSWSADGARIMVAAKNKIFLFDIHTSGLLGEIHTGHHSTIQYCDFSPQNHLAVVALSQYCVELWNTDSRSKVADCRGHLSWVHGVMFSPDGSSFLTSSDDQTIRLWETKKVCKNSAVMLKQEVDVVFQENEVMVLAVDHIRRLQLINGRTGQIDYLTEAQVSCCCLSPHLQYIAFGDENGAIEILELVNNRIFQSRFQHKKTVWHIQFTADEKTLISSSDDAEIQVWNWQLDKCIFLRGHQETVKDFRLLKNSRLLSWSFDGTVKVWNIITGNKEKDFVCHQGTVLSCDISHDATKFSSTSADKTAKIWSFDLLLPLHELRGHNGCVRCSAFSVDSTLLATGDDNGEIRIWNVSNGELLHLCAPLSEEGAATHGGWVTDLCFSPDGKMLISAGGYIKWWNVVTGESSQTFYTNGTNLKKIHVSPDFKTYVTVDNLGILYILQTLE
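Assay system: Apoptosome proteins | Medium: pH 7.5 Hepes buffer with CHAPS, BSA, DTT | Also added: Cytochrome c and DEVD-Rh110 substrate | Times: 30 min plus 50 min, RT | Detection: Rhodamine 110 fluorescence at Ex 480/Em 540 nm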
mIAP block: blocks mouse intestinal alkaline phosphatase | purified mouse IAP, CDP-Star luminescence, 30 min | inhibition, % at 10 µM | 330,000 tested, 0.2% active | AID 2806;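 active means inhibition of at least 40% at 10 µM in the primary screen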;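 further: plate controls were DMSO with enzyme for no effect and no enzyme wells for full effect; values of inactives mirror those of a sister screen read the other way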
* marks the source's active call; other numbers are inactive results; · = not tested or not shown.

Letters – A = TIM10 inh; B = NLRP3 yeast inh; C = hIAP inh; D = ATG4B inh; E = tim10-1 inh; F = mIAP activ; G = hIAP act; H = Apaf-1 inh; I = mIAP block
Compound: N#Cc1cc2c(nc1SCC(=O)Nc1sc3c(c1C#N)CCC3)CCCCCC2
  A = -48	B = -2	C = 7	D = 1	E = 6	F = 0.9	G = 0.93	H = 19	I = 10

Compound: COc1ccc(NC(=O)COc2cc(O)c3c(c2)OC(C)(C)CC3=O)cc1
  A = -14	B = 9	C = 14	D = -18	E = 7	F = 0.95	G = 0.86	H = -3	I = 5

Compound: COc1ccc2cc(CN(CCO)C(=O)c3ccccc3F)c(=O)[nH]c2c1
  A = -4	B = -3	C = -11	D = -5	E = 6	F = 1	G = 1.1	H = -4	I = -4

Compound: c1ccc2c(C3=NNC(=NC4CCCCC4)SC3)c[nH]c2c1
  A = 15	B = -6	C = -38	D = 8	E = 23	F = 1	G = 1.4	H = -6	I = 0

Compound: O=C(NNc1nc(=O)c2cccnc2s1)c1ccccc1O
  A = -7	B = 3	C = -186	D = 0	E = -17	F = 0.81	G = 2.9*	H = 15	I = 19

Compound: Cc1ccc(C2Nc3ccccc3NC3=C2C(=O)OC(C)C3)cc1 (stereo not given)
  A = 7	B = 14	C = 11	D = 5	E = -1	F = 1	G = 0.89	H = 3	I = -4

Compound: CCNC(=O)/C(C#N)=C/c1c(N2CCCCCC2)nc2c(C)cccn2c1=O
  A = 26	B = 9	C = 10	D = 0	E = 21	F = 0.98	G = 0.9	H = 13	I = 2

Compound: O=C(Cc1ccccc1)Nc1ccccc1CO
  A = 7	B = 13	C = -4	D = -1	E = 18	F = 0.88	G = 1	H = -8	I = 12

Compound: CCOC(=O)c1c(C)[nH]c(C(=O)OCC(=O)Nc2cc(C)ccc2OC)c1C
  A = -4	B = 13	C = -11	D = -7	E = 20	F = 0.95	G = 1.1	H = 15	I = 5

Compound: N/C(=N\OC(=O)/C=C/c1ccc(Br)cc1)c1ccccn1
  A = 12	B = 19	C = 2	D = 5	E = 11	F = 0.98	G = 0.98	H = -7	I = 2

Compound: Cc1cnc(NC(=O)CSc2ncn(-c3ccccc3)n2)s1
  A = 1	B = 34	C = 5	D = -4	E = -4	F = 1.1	G = 0.95	H = 14	I = -9

Compound: O=C(CCNC(=O)OCC1c2ccccc2-c2ccccc21)NOCc1ccccc1
  A = -10	B = ·	C = ·	D = -1	E = 8	F = 0.96	G = ·	H = 11	I = 4

Compound: CCOc1ccc(NC(=O)CN(C)C(=O)c2c(C)nn(-c3ccc(F)cc3)c2Cl)cc1OCC
  A = 2	B = 13	C = 2	D = -14	E = 7	F = 1.1	G = 0.98	H = 1	I = -6

Compound: COc1ccc(OC)c(CCNC(=O)CCC(=O)N2CCOc3ccc(C)cc32)c1
  A = -1	B = 28	C = -12	D = 7	E = 19	F = 1.1	G = 1.1	H = 16	I = -8

Compound: COc1cc(C)c(Cl)cc1S(=O)(=O)NCCN1CCOCC1
  A = 2	B = -4	C = 3	D = 0	E = 15	F = 1	G = 0.97	H = -3	I = -3

Compound: O=C(CN(CC1CCCO1)C(=O)CNS(=O)(=O)c1ccc(Cl)cc1)NC1CCCC1 (stereo not given)
  A = -6	B = 4	C = 2	D = 1	E = -10	F = 1.1	G = 0.98	H = 10	I = -9

Compound: COc1ccc(CN2CCNC(=O)C2CC(=O)N(C)Cc2ccccn2)cc1OC (stereo not given)
  A = 10	B = 22	C = -5	D = -3	E = -5	F = 1	G = 1.1	H = 10	I = -1

Compound: COc1cc2c(cc1OC)CN(C(=O)CN1C(=O)NC3(CCCCC3C)C1=O)CC2 (stereo not given)
  A = 4	B = 9	C = -5	D = 3	E = -3	F = 1	G = 1	H = -5	I = 0

Compound: CCOc1ccc(NS(=O)(=O)c2cc(NC(=O)C3CC3)ccc2C)cc1Br
  A = 4	B = 5	C = 2	D = -2	E = 9	F = 1	G = 0.98	H = 6	I = -2

Compound: O=C1C(Cc2ccccc2)SC(=Nc2ccccc2)N1c1ccccc1 (stereo not given)
  A = -2	B = 4	C = -13	D = -11	E = 16	F = 1	G = 1.1	H = 26	I = -3

Compound: CC(=O)c1ccc(S(=O)(=O)N2CCN(c3nc(-c4cccnc4)nc4ccccc34)CC2)cc1
  A = 5	B = 13	C = 19	D = -37	E = 12	F = 0.93	G = 0.81	H = 21	I = 7

Compound: COC(=O)c1ccc(CSc2nnc(-c3ccc4c(c3)OCO4)n2-c2ccccc2)o1
  A = -19	B = 9	C = -2	D = 0	E = 26	F = 1	G = 1	H = 15	I = -2

Compound: CCCSc1nc2sc3c(c2c(=O)n1-c1ccc(OC)cc1)CCN(C)C3
  A = 1	B = 18	C = 8	D = -3	E = 7	F = 0.98	G = 0.92	H = 14	I = 2

Compound: Cc1cc(C)cc(C(=O)NN2CCOCC2)c1
  A = 3	B = -8	C = 5	D = 4	E = 1	F = 0.98	G = 0.95	H = -5	I = 2

Compound: Cn1nccc1C(=O)N1CCCC(N2CCN(c3cccc(C(F)(F)F)c3)CC2)C1 (stereo not given)
  A = 5	B = 4	C = -4	D = ·	E = 16	F = 1	G = 1	H = -8	I = 0

(list continues)
SMILES,TIM10 inh,NLRP3 yeast inh,hIAP inh,ATG4B inh,tim10-1 inh,mIAP activ,hIAP act,Apaf-1 inh,mIAP block
O=C(CN1CCC(c2nc3ccccc3s2)CC1)N1CCCCC1,-6,9,-8,-7,8,1,1.1,-2,0
O=C1N(c2ccccc2)C[C@@H]2C[C@@H](c3cccs3)N3CCC[C@@]123,7,27,9,-8,-1,0.99,0.91,11,1
CCCCCN1C/C=C\C(c2ccc(OC)cc2)N(Cc2ccc(F)cc2)C(=O)C1 (stereo not given),8,12,4,8,24,1.1,0.96,14,-6
CCCCC(NC(C)=O)c1nc2ccccc2[nH]1 (stereo not given),-9,5,5,-3,14,1.1,0.95,-1,-7
CCCC1(C)NC(=O)c2ccccc2O1 (stereo not given),-10,10,-16,-12,13,0.99,1.2,7,0
O=C(CSC(=S)N1CCCC1)NCC(=O)Nc1ccccc1Br,2,17,0,0,8,1,1,-6,-1
Cc1cccc(/C=C/C(=O)c2ccc(N3CCOCC3)cc2)c1,16,12,21,·,14,0.99,0.79,8,0
Cc1nc(CN(C)Cc2nc(Cc3cccc(F)c3)no2)cs1,-10,-2,-14,3,9,0.97,1.1,-9,3
O=C(COC(=O)c1cnc(Cl)c(Cl)c1)NCc1ccc2c(c1)OCO2,1,8,-3,2,10,0.9,1,0,10
CN(C)CCCn1c(=S)[nH]c2ccccc2c1=O,-3,5,16,0,-11,0.95,0.84,-2,5
CCCOC(=O)Nc1cccc(C(C)=O)c1,14,30,14,-10,27,0.91,0.86,-4,9
Cc1cc(C)n2nc(CC(=O)NNC(=O)COc3ccccc3)nc2n1,3,10,-84,-3,14,0.82,1.8,-16,18
N#Cc1c(-c2ccc(Cl)cc2)c2c([nH]c1=O)-c1ccccc1OC2,2,6,2,5,15,1.1,0.98,8,-5
CCOc1ccc(/C=N/OCC(=O)Nc2ccc3c(c2)OCO3)cc1,-7,34,-2,-2,-4,1,1,6,-4
O=C(NNC(=O)c1ccccc1Br)c1cccs1,-6,2,2,-5,14,1,0.98,-2,-4
O=C(N/C(=C/c1ccccc1)C(=O)N1CCCCC1)c1ccco1,7,6,19,3,21,1,0.81,12,-4
O=S(=O)(Nc1ccc(-c2cn3ccsc3n2)cc1)c1ccc2c(c1)OCCO2,33,16,-6,-15,25,0.99,1.1,12,1
C#CCOC(=O)C(NC(=O)c1ccccc1)=C1CCCCC1,5,16,-34,-6,38,1,1.3,5,-3
COc1ccc([N+](=O)[O-])c(OC)c1C(=O)NC(=O)Nc1c(F)cc(F)cc1F,12,8,12,2,12,1,0.88,-13,-4
COc1ccccc1CNC(=S)NC1CCCC1,11,-8,-2,2,33,1.1,1,6,-9
CC12CCC(C(=O)N3CCc4ccccc43)(CC1=O)C2(C)C (stereo not given),4,14,-7,-3,15,1,1.1,-5,-2
Cc1nn2c(nc1=O)NNC2(C)C(C)(C)C (stereo not given),-9,-4,-9,-1,-3,1,1.1,-28,-2
Fc1cccc(Cl)c1CNC(c1ccccc1)c1ccccc1,-11,-7,5,7,8,0.98,0.95,7,2
CCC(C)N(C(=O)COC(=O)CSc1ccc(C)c(C)c1)C1CCS(=O)(=O)C1 (stereo not given),11,3,8,-3,-4,1.1,0.93,18,-6
COc1cc2c(cc1OC)CN(Cc1cc(=O)oc3c(C)c(C)ccc13)CC2,1,-7,1,-3,3,1,0.99,30,-4

Continuation:
SMILES,TIM10 inh,NLRP3 yeast inh,hIAP inh,ATG4B inh,tim10-1 inh,mIAP activ,hIAP act,Apaf-1 inh,mIAP block
CCOc1ccc(NC(=O)C2CCCN(S(=O)(=O)c3c(C)noc3C)C2)cc1 (stereo not given),2,10,-27,2,-6,0.99,1.3,-3,1
Cc1ccc(S(=O)(=O)N2CCCCC2c2cccnc2)c(C)c1C (stereo not given),16,20,2,1,4,0.92,0.98,12,8
Cc1ccc(C(C)C)c(OCCOCCN2CCNCC2)c1,3,17,1,1,-8,0.93,0.99,7,7
COc1ccc(NC(=O)N2Cc3ccccc3CC2C(=O)NC(C)(C)C)cc1 (stereo not given),13,9,-2,11,23,0.94,1,9,6
O=C(NCc1ccc(Cl)cc1)c1ccc(CSc2nc3ccncc3[nH]2)cc1,19,0,-12,-8,0,0.95,1.1,-7,5
COc1ccccc1NC(=O)CN1CCN(Cc2ccccc2)CC1,-17,10,-70,-5,21,1.1,1.7,3,-7
N#C/C(=C\c1ccc(OCc2ccc(Cl)cc2)cc1)C(=O)Nc1cccc(C(=O)O)c1,7,20,-9,-1,25,0.98,1.1,-202,2

Marked active in hIAP act, of those listed so far:
compound,NLRP3 yeast inh,hIAP inh,ATG4B inh,tim10-1 inh,mIAP activ,hIAP act,mIAP block
O=C(NNc1nc(=O)c2cccnc2s1)c1ccccc1O,3,-186,0,-17,0.81,2.9*,19

A portion from further up, as a working copy:
SMILES,TIM10 inh,NLRP3 yeast inh,hIAP inh,ATG4B inh,tim10-1 inh,mIAP activ,hIAP act,Apaf-1 inh,mIAP block
COc1ccccc1CNC(=S)NC1CCCC1,11,-8,-2,2,33,1.1,1,6,-9
CC12CCC(C(=O)N3CCc4ccccc43)(CC1=O)C2(C)C (stereo not given),4,14,-7,-3,15,1,1.1,-5,-2
Cc1nn2c(nc1=O)NNC2(C)C(C)(C)C (stereo not given),-9,-4,-9,-1,-3,1,1.1,-28,-2
Fc1cccc(Cl)c1CNC(c1ccccc1)c1ccccc1,-11,-7,5,7,8,0.98,0.95,7,2
CCC(C)N(C(=O)COC(=O)CSc1ccc(C)c(C)c1)C1CCS(=O)(=O)C1 (stereo not given),11,3,8,-3,-4,1.1,0.93,18,-6
COc1cc2c(cc1OC)CN(Cc1cc(=O)oc3c(C)c(C)ccc13)CC2,1,-7,1,-3,3,1,0.99,30,-4
CCOc1ccc(NC(=O)C2CCCN(S(=O)(=O)c3c(C)noc3C)C2)cc1 (stereo not given),2,10,-27,2,-6,0.99,1.3,-3,1
Cc1ccc(S(=O)(=O)N2CCCCC2c2cccnc2)c(C)c1C (stereo not given),16,20,2,1,4,0.92,0.98,12,8
Cc1ccc(C(C)C)c(OCCOCCN2CCNCC2)c1,3,17,1,1,-8,0.93,0.99,7,7
COc1ccc(NC(=O)N2Cc3ccccc3CC2C(=O)NC(C)(C)C)cc1 (stereo not given),13,9,-2,11,23,0.94,1,9,6
